Source: PubChem
POLH inh: inhibitors of human DNA polymerase eta; recombinant Pol eta, fluorescent DNA replication assay; Potency, µM (doses to about 114 µM), for inactives: at the top dose activity change, negative = inhibition, most hits filed as inhibitors; hit rate 1.2% among 390,000; AID 588591; also: potency is read from the fitted curve at half-maximal effect; % is scaled to controls: 0 for no effect and ±100 for the full control effect
Target sequence (Q9Y253 whole entry, looked up): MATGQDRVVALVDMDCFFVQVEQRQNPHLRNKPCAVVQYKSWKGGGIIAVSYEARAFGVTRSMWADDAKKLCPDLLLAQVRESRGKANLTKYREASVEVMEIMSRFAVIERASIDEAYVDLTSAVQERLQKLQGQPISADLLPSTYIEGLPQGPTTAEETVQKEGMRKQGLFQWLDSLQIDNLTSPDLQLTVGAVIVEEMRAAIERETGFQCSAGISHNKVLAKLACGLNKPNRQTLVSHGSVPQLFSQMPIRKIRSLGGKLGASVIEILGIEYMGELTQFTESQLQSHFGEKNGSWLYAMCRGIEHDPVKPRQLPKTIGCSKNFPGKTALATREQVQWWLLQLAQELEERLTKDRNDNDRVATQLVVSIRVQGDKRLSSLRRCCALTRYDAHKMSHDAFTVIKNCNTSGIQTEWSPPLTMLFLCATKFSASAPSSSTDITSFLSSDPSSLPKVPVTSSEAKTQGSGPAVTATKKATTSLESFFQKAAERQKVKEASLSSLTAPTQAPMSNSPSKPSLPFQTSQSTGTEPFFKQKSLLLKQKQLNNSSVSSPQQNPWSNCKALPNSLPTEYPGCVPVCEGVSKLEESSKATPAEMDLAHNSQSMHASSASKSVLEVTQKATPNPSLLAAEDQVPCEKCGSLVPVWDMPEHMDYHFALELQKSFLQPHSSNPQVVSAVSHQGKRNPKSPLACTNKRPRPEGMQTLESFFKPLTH
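Pol eta at 10 nM preincubated with compounds 15 min at room temperature; reaction started with fluorescent substrate (50 nM final) and read kinetically at 0 and 10 min.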
POLB inh: DNA polymerase beta (human) inhibition; P06746; Pol beta primer extension/strand displacement, fluorescence kinetic; Potency, µM (titrated, usually from 114 µM), without a hit: top-dose activity change, negative = inhibition, most hits filed as inhibitors; hit rate 1.3% among 340,000; AID 485314; also: potency is read from the fitted curve at half-maximal effect; % is scaled to controls: 0 for no effect and ±100 for the full control effect
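Values derive from four-parameter Hill fits of normalized kinetic data: reads at 0 and 10 min following addition of 50 nM substrate to 10 nM Pol beta preincubated 15 min with compound.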
POLI inh: inhibitors of human DNA polymerase iota; Q9UNA4; hit rate 1% among 390,000; AID 588590; Potency, µM (titrated, usually from 115 µM), without a hit: top-dose activity, negative = inhibition, actives largely listed as inhibitors; Pol iota fluorescent replication assay, 10 min; also: potency is read from the fitted curve at half-maximal effect
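Fluorescent replication assay read twice, at 0 min and 10 min after adding 50 nM (final) substrate. Enzyme (10 nM) and compounds were first incubated 15 min at room temperature; enzyme-free buffer wells were negative controls.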
GRP78 ERSR act: inducers of ER stress response in human glioma cells; U87-MG GRP78 promoter luciferase reporter, 16 h; Potency, µM, for the others: at the top dose activation, hits mostly activators; hit rate 0.02% among 420,000; also: potency is read from the fitted curve at half-maximal effect; series mostly up to about 76 µM; % of control where 0% means no effect; nearly all actives have a fitted effect of over 35% in size
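Stably transfected U87-MG glioma cells carrying a GRP78-based luciferase sensor; 16 h compound incubation. Luminescence end-point read 10 min after Bright-Glo addition at room temperature.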
Pol kappa inh: blocks human DNA polymerase kappa activity | purified Pol kappa, fluorescent DNA synthesis assay, 10 min | Potency, µM (highest dose often 107 µM), for the others: at the top dose activity, negative = inhibition, hits mostly inhibitors | hit rate 0.53% among 400,000 | AID 588579; also: potency is read from the fitted curve at half-maximal effect; % is scaled to controls: 0 for no effect and ±100 for the full control effect
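Inhibition of 10 nM Pol kappa is measured by a fluorescent read-out at 0 and 10 min following addition of 50 nM substrate (final), with a 15-min room-temperature compound preincubation.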
LDHA block: blocks human lactate dehydrogenase A; P00338; purified LDHA, NADH/diaphorase-resazurin fluorescence; hits give low values; activity change, % (values are at about 110 or 230 µM); hit rate 0.15% among 480,000; AID 1347041; in the data active = activity change below about -30%; inconclusive = mostly about -25% to -30%;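 also: plate controls were DMSO wells for no effect and wells without enzyme for full effect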
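Enzyme activity of human lactate dehydrogenase 5 (2 nM; 0.06 mM NADH, 0.2 mM pyruvate, 5 min, RT) is measured via a resazurin/diaphorase fluorescence readout of residual NADH.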
BLM inh: inhibitors of human Bloom syndrome helicase BLM; hit rate 0.2% among 350,000; P54132; recombinant BLM DNA unwinding, fluorescence dequenching; Potency, µM (highest dose often 56.1 µM), for the others: top-dose activity change, negative = inhibition, hits mostly inhibitors;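 also: potency is read from the fitted curve at half-maximal effect; plate controls were vehicle for no effect and no enzyme for full effect; nearly all actives have a fitted effect of over 35% in size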
Apoferritin bind: binds horse apoferritin like a general anesthetic; P02791; AID 485281; hit rate 0.074% among 350,000; Potency, µM (series often up to 77.5 µM), without a hit: top-dose activity change, negative = displacement, usual class: inhibitors; apoferritin/1-aminoanthracene competitive binding, fluorescence; also: potency is read from the fitted curve at half-maximal effect; % is scaled to controls: 0 for no effect and ±100 for the full control effect; nearly all actives have a fitted effect of over 20% in size
Target sequence (P02791 2-175 limits assumed): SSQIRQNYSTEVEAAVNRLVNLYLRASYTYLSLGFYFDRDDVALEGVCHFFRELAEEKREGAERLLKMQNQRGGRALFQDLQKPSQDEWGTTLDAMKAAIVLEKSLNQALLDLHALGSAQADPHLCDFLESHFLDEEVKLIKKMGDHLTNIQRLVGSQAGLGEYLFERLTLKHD
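Read-out: endpoint 1-AMA fluorescence, excitation 380 nm and emission 535 nm, after compounds sit 10 min at room temperature with 10 uM horse-spleen apoferritin in 50% saturated 1-AMA/PBS. Values come from four-parameter Hill fits.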
APE1 inh: inhibitors of human APE1 endonuclease; recombinant APE1, TAMRA/BHQ-2 abasic DNA cleavage fluorescence; hit rate 0.35% among 350,000; Potency, µM (top dose mostly 65.8 µM), inactives show at the top dose activity change, negative = inhibition, most hits filed as inhibitors;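 also: potency is read from the fitted curve at half-maximal effect; plate controls were vehicle for no effect and reference inhibitor for full effect; nearly all actives have a fitted effect of over 55% in size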
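Endonuclease cleavage of a quenched abasic-site DNA duplex (50 nM) by APE1 (0.75 nM) was tracked by TAMRA dequenching. Compounds were preincubated with enzyme 15 min at room temperature; data normalized to buffer-only and DMSO wells plus NSC13755 control.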
* hit, by the source's call; u = inconclusive; x = not tested or not shown; & = joins results of further samples; [ ] = another dose, or the depositor's remark. Unless noted, calls follow the shape of the dose curve; as a rule, active = well fitted curve in the direction sought with a large enough effect; inconclusive = small, poorly fitted or top-dose-only effect, or another doubt; inactive = no such curve, though single readings can be large; an effect the other way counts as inactive or inconclusive. These rows are one share of the data; count on the stated rates, not on these rows.

Structure	POLB inh	POLI inh	Pol kappa inh	POLH inh	GRP78 ERSR act	LDHA block	APE1 inh	BLM inh	Apoferritin bind
Cc1cc(/C=N/n2c(COc3ccccc3C)nc3ccccc3c2=O)c(O)c([N+](=O)[O-])c1	-12%	29%	-1%	3%	5%	3	1%	-7%	71%[activator]
CCOC(=O)CSC(C)C(=O)Nc1nnc(C(C)C)s1 (stereo unspecified)	31%	19%	1%	-20%	-1%	-2	7%	5%	3%
CC(C)(C)C(=O)CN1C2=NCCCN2c2ccccc21	-27%	11%	0%	1%	1%	-1	24%	-3%	-14%
O=C1C2CCCN2C(=O)N1CCCCN1CCN(CCO)CC1 (stereo unspecified)	1%	5%	-10%	-20%	-2%	-2	-2%	3%	5%
COc1ccc(CCNC(=O)c2c(C)nn(-c3ccc(F)cc3)c2-n2cccc2)cc1OC	-3%	19%	-2%	-24%	-2%	-4	x	-2%	5%
COc1ccc2sc(-c3ccc(N(C)C)cc3)c(C#Cc3cncn3C)c2c1	x	8%	-5%	-12%	-3%	3	2%	x	x
CCCCC/C=C\CC(O)/C=C/c1cccc(CC(O)CCCCO)n1 (stereo unspecified)	15%[57.1 µM]	6%[58.9 µM]	-2%[60.1 µM]	-6%[57.1 µM]	u	x	-6%&-15%&-5%	1%	-1%
COc1ccc(NC(=S)N(Cc2ccc(N(C)C)cc2)Cc2ccco2)cc1	11%	12%	-24%	-13%	6%	2	u	-8%	4%
COc1ccccc1CNC(=O)CSc1nn2c(=O)c(C(C)(C)C)nnc2s1	u	17%	-7%	-28%	-3%	-4	-11%	-6%	u
O=c1c2cn[nH]c2[nH]c(=S)n1-c1ccccc1F	3%	-9%[58.9 µM]	-3%	-1%	-4%	-2	13%	4%	0%
CC(C)c1nc2ccc(C(=O)NCCCN3CCN(c4ccccc4)CC3)cc2o1	2%	32%[activator]	-8%[60.1 µM]	3%	-4%	-3	x	-4%	u
CCOc1ccc(N2CC(NC(=O)/C=C\c3ccc4c(c3)OCO4)CC2=O)cc1 (stereo unspecified)	-26%	-13%	1%[60.1 µM]	-5%	-5%	-1	x	-4%	1%
Cc1ccc(OCC(=O)Nc2ccc(N3CCN(S(C)(=O)=O)CC3)cc2)cc1	-14%	47%[activator]	-8%	4%	-2%	-4	22%	-6%	-1%
CCCn1c(O)c(N=NC(=O)c2cccnc2)c2cc(Br)ccc21	-4%	0%	5%	-11%	1%	3	4%	-5%	5%
CCc1ccc(N(CC(=O)NC2CCCC2)C(=O)CCC(=O)Nc2ccccn2)cc1	15%	80%[activator]	2%	-20%	-1%	-15	13%	-5%	3%
COCc1cc(=O)[nH]c(-c2ccccc2OC(F)(F)F)n1	26%	31%[activator]	-10%	-14%	11%	-1	0%	0%	-10%
O=C(NCC1CCCO1)c1cccs1 (stereo unspecified)	4%	1%	-12%	-3%	-4%	-2	u	-1%	-7%
CCOc1cc(C(=O)N/N=C/c2ccsc2)cc(OCC)c1OCC	44%	-2%	-3%	-9%	-4%	-7	-2%	-3%	-17%
CN(C(=O)c1cccc(NC(=O)Cc2cccc(NC(=O)C3CCN(C(=O)C4CCCCC4)CC3)c2)c1)C1CC1	x	15%	-3%	-3%	-2%	-5	x	x	x
CCCc1cc(=O)n2[nH]c(NCc3ccccc3OC)nc2n1	21%	u	5%	-3%	-4%	-5	x	2%	0%
O=C(NCC1CCCCC1)c1ccc(=O)[nH]c1	-11%	3%	3%	0%	2%	-12	65%[activator]	-10%	2%
CC(C)NC(=O)CCNC(=O)c1ccc(F)cc1	21%	11%	-6%	-15%	1%	-1	-4%	-4%	u
COc1ccc(C2=NNC(=O)C2(C)Br)cc1 (stereo unspecified)	x	5%	-10%	1%	-4%	-16	x	x	x
O=S(=O)(ON(c1ccccc1)S(=O)(=O)c1ccccc1)c1ccccc1	0%	14%	-14%	-5%	7%	-4	-4%	-2%	7%
Cc1c(C(=O)N2CCCC2)oc2c1-c1nn(CC(=O)NCCCN3CCCCC3C)cc1CC2 (stereo unspecified)	4%	77%[activator]	6%	-12%	-3%	8	80%[activator]	1%	-9%
CN(Cc1ccccc1)/[N+]([O-])=N/Oc1ccc([N+](=O)[O-])cc1[N+](=O)[O-]	x	u	1%	x	-11%	6	x	x	x
Cc1ccsc1C1CC(=O)OC2=C1C(=O)CC(C)(C)C2 (stereo unspecified)	1%	x	x	x	x	x	2%	-6%	-7%
CC(C)CC(=O)NC(=S)Nc1ccc(NC(=O)c2cccs2)cc1	-1%	32%[activator]	-6%	0%	-6%	-3	u	8%	-23%
CC(=O)Nc1ccc(N2C(=O)CC(N3CCSCC3)C2=O)cc1 (stereo unspecified)	0%	14%	0%[60.1 µM]	0%	-3%	-17	-2%	3%	-10%
CCc1ccc(S(=O)(=O)c2nnn3c2nc(N2CCOCC2)c2sccc23)cc1	-9%	21%	-2%	-17%	-2%	-1	x	-1%	-16%
COc1ccc(Nc2nc(N)nc(CN3CCN(c4ccccn4)CC3)n2)cc1	22%	14%	-5%	-2%	-1%	2	-3%	-1%	-8%
Cc1ccnc(NC(=O)c2ccc(Cl)c(S(=O)(=O)N3CCCCC3)c2)c1	x	-9%	0%	-17%	1%	-1	30%	x	x
CCN(CC)C(=O)Cn1cc(S(=O)(=O)CC(=O)Nc2cc(OC)ccc2OC)c2ccccc21	-13%	13%	-6%	-10%	-4%	2	37%	-1%	-16%
Cc1csc(NC(=O)CSc2nnc(NC(=O)C3CC(=O)N(c4ccccc4)C3)s2)n1 (stereo unspecified)	-1%	5%	-9%	-16%	-2%	3	0%	0%	-17%
O=C(Nc1ccc(N2CCOCC2)cc1)c1ccc([N+](=O)[O-])cc1	3%	40%[activator]	-3%	-2%	-3%	0	-1%	-1%	-6%
Cc1cc(OCC(=O)NC2CC2)c2c(C)cc(=O)oc2c1	7%	25%	3%	-17%	-4%	-5&12	60%[activator]	1%	-2%
CN(C)CCn1c2c(c(SCC(=O)Nc3ccccc3)nc1=O)CCCC2	x	74%[activator]	1%	-21%	-3%	-4	21%	x	x
O=C(CCc1ccccc1)NNC(=S)Nc1ccc(F)cc1	-16%	270%[activator]	-6%	-20%	-3%	2	10%	1%	-6%
CC(=O)C1=C(O)C(=O)N(Cc2cccnc2)C1c1ccccc1 (stereo unspecified)	-27%	6%	2%[60.1 µM]	-5%	-5%	-7	-3%	2%	0%
Cc1cc(C)c2c(=O)n(CC(=O)Nc3ccc(Cl)cc3)sc2n1	-12%	-12%	-5%	-7%	-2%	-8	-5%	-2%	9%

Three of the entries above in order of the Pol kappa inh value, highest first.
| SMILES | Pol kappa inh |
| --- | --- |
| Cc1cc(OCC(=O)NC2CC2)c2c(C)cc(=O)oc2c1 | 3% |
| Cc1cc(C)c2c(=O)n(CC(=O)Nc3ccc(Cl)cc3)sc2n1 | -5% |
| CCN(CC)C(=O)Cn1cc(S(=O)(=O)CC(=O)Nc2cc(OC)ccc2OC)c2ccccc21 | -6% |

Further records follow:
Structure	POLB inh	POLI inh	Pol kappa inh	POLH inh	GRP78 ERSR act	LDHA block	APE1 inh	BLM inh	Apoferritin bind
O=C(Nc1cccc(S(=O)(=O)N2CCCC2)c1)c1cccc(S(=O)(=O)N2CCOCC2)c1	x	-23%	-8%	-13%	2%	-1	5%	x	x
Nc1nc2ccc(N3CCOCC3)cc2s1	-20%	u	-3%	-3%	-9%	8	4%	-1%	1%
Oc1ccc2cc(Br)ccc2c1CN1CCCC1	0%	15%	-18%	3%	0%	11	-3%	2%	u
Cc1ccc(CNC(=O)C2CCN(S(=O)(=O)c3ccc4c(c3)CCCN4C(=O)C3CCC3)CC2)cc1	0%	-9%	2%[60.1 µM]	-20%	-2%	6	x	-3%	34%[activator]
CC1(C)CC(=O)/C(=C(\O)CCCN2C(=O)c3ccccc3C2=O)C(=NCCO)C1	4%	142%[activator]	-9%	-11%	-5%	-5	5%	1%	-10%
CC(C)(Oc1ccc(Cl)cc1)C(=O)OCn1nnc2ccccc2c1=O	8%	-4%	-4%	-24%	-2%	2	13%	1%	9%
Cc1cc(NC(=S)Nc2cccc3ccccc23)n[nH]1	23%	102%[activator]	-3%	-13%	9%	-3	-4%	-8%	-17%
O=S(=O)(c1ccc(Br)cc1)N1CCN(c2nc(-c3ccccc3)nc3ccccc23)CC1	x	17%	3%	x	-3%	-2	x	x	x
CCNC(=O)C1=C(O)c2sccc2N(C)S1(=O)=O	-29%	80%[activator]	1%	-18%	-2%	-2	0%	-1%	6%
Cc1sc2ncn(CC(=O)NCCCC(=O)N3CCC(C)CC3)c(=O)c2c1C	27%	140%[activator]	-12%	-15%	-6%	-3	36%	-3%	-7%
Cc1cccc2sc(NNC(=O)c3cc(=O)c4ccccc4o3)nc12	2%	2%	-4%	-16%	-6%	13	6%	-5%	-11%
COc1ccc(Nc2ncnc3sc(-c4ccccc4)cc23)cc1OC	-1%	-1%	-30%	-13%	-6%	-3	u	-18%	113%[activator]
COc1ccccc1C1=CC(=O)C[C@H](c2ccc(F)cc2)C1	x	12%	-7%	-11%	0%	3	41%	x	x
Cc1ccccc1NC(=S)N(Cc1ccco1)C(C)c1cccs1 (stereo unspecified)	-12%	2%	-7%	-10%	-4%	-3	2%	-5%	-15%
COc1ccc(CNC(=O)CC2(CC(=O)O)CCCCC2)cc1	-18%	20%	5%	-5%	-3%	0	11%	-2%	-11%
Cc1cc(NC(=O)Cn2nc([N+](=O)[O-])c(Br)c2C)no1	-27%	19%	-14%	-7%	-2%	-1	1%	0%	-14%
CSc1nnc2n(-c3ccc(C)cc3)c(=O)c3c4c(sc3n12)COC(C(C)C)C4 (stereo unspecified)	2%	10%	0%	-3%	-3%	0&5	-5%	3%	-8%
O=C(Nc1ccc(NC(=O)c2ccccc2F)cc1)c1cccs1	x	8%	-2%	-13%	0%	-2	23%	x	x
